High-throughput results deposited in PubChem BioAssay by National Center for Advancing Translational Sciences (NCATS).
POLH inh: DNA polymerase eta (human) inhibition. Q9Y253. recombinant Pol eta, fluorescent DNA replication assay. Potency, µM (highest dose often 114 µM), without a hit: top-dose activity change, negative = inhibition, actives largely listed as inhibitors. 390,000 compounds, 1.2% hits. AID 588591; further: potency means the concentration at half of the fitted maximal effect; on the % scale 0 is the no-effect control and ±100 the full control effect
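Pol eta at 10 nM preincubated with compounds 15 min at room temperature; reaction started with fluorescent substrate (50 nM final) and read kinetically at 0 and 10 min.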
RXFP1 antag: blocks the human relaxin receptor RXFP1. Q9HBX9. HEK293-RXFP1, relaxin-stimulated cAMP HTRF, 30 min; hits give low values. activity change, negative = inhibition, % at 57.5 µM. 350,000 compounds, 0.59% hits;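 active means activity change of -60% or lower, but not beyond a set lower limit; inconclusive means change between -60% and -40%, or beyond the set limit; inactive means change above -40%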; further: on the % scale 0 is the no-effect control and ±100 the full control effect
Target sequence (Q9HBX9 whole entry, looked up): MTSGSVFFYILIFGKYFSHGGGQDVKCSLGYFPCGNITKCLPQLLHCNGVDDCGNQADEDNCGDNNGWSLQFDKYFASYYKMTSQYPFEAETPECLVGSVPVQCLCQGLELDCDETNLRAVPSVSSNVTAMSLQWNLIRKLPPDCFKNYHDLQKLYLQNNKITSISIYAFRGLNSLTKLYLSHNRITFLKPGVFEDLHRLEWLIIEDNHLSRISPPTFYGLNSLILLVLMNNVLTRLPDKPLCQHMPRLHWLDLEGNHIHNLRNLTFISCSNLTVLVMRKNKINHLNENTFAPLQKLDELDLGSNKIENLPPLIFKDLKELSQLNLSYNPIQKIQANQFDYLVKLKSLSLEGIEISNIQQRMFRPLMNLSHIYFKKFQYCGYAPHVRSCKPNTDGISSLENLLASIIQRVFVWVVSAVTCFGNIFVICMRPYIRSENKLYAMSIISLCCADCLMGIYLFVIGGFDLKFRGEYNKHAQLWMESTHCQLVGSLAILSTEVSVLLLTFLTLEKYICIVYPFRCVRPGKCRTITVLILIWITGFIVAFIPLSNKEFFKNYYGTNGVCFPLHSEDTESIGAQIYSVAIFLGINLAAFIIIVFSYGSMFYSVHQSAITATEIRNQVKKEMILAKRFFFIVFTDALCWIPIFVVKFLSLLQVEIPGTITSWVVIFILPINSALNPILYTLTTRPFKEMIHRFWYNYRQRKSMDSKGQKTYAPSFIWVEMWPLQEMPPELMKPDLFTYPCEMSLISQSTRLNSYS
BLM inh: blocks DNA unwinding by human BLM helicase | recombinant BLM DNA unwinding, fluorescence dequenching | Potency, µM (series often up to 56.1 µM), for inactives: at the top dose activity change, negative = inhibition, usual class: inhibitors | 350,000 compounds, 0.2% hits | AID 2528;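 further: potency means the concentration at half of the fitted maximal effect; plate controls were vehicle for no effect and no enzyme for full effect; nearly all actives have a fitted effect of over 35% in size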
Apoferritin bind: binds horse apoferritin like a general anesthetic; P02791; apoferritin/1-aminoanthracene competitive binding, fluorescence; Potency, µM (doses to about 77.5 µM), without a hit: at the top dose activity change, negative = displacement, hits mostly inhibitors; 350,000 compounds, 0.074% hits; AID 485281; further: potency means the concentration at half of the fitted maximal effect; on the % scale 0 is the no-effect control and ±100 the full control effect; nearly all actives have a fitted effect of over 20% in size
Target sequence (P02791 2-175 limits assumed): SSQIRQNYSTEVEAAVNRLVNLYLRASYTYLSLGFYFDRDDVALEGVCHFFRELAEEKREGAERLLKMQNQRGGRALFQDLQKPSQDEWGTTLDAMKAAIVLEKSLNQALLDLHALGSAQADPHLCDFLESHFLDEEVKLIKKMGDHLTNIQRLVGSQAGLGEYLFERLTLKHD
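In PBS, apoferritin at 10 uM is loaded with 1-AMA from a 50% saturated solution. After 10 min of compound exposure at ambient temperature, reduced 535 nm fluorescence indicates probe displacement.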
APE1 inh: inhibitors of human APE1 endonuclease. AID 2517. Potency, µM (doses to about 65.8 µM), without a hit: top-dose activity change, negative = inhibition, most hits filed as inhibitors. P27695. 350,000 compounds, 0.35% hits. recombinant APE1, TAMRA/BHQ-2 abasic DNA cleavage fluorescence;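 further: potency means the concentration at half of the fitted maximal effect; plate controls were vehicle for no effect and reference inhibitor for full effect; nearly all actives have a fitted effect of over 55% in size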
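Incision of a quenched TAMRA/BHQ-2 THF abasic-site duplex (50 nM) by 0.75 nM APE1, after 15 min compound preincubation, measured as fluorescence increase over three 60 s reads. Values normalized to buffer, DMSO and NSC13755 control wells.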
POLI inh: inhibitors of human DNA polymerase iota | AID 588590 | Pol iota fluorescent replication assay, 10 min | Potency, µM (top dose mostly 115 µM), for the others: at the highest dose activity, negative = inhibition, most hits filed as inhibitors | 390,000 compounds, 1% hits; further: potency means the concentration at half of the fitted maximal effect
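Pol iota at 10 nM preincubated 15 min with compounds at room temperature; reaction started with fluorescent substrate, 50 nM final. Fluorescence read kinetically at 0 and 10 min; buffer-only wells as negative control.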
POLB inh: inhibitors of human DNA polymerase beta; Potency, µM (doses to about 114 µM), inactives show at the highest dose activity change, negative = inhibition, actives largely listed as inhibitors; Pol beta primer extension/strand displacement, fluorescence kinetic; 340,000 compounds, 1.3% hits; P06746; AID 485314; further: potency means the concentration at half of the fitted maximal effect; on the % scale 0 is the no-effect control and ±100 the full control effect
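Enzyme-only controls used 10 nM Pol beta; buffer lacking enzyme served as negative control. Compound preincubated 15 min, then 50 nM substrate added; 0 and 10 min reads at room temperature.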
POLK inh: inhibitors of human DNA polymerase kappa; Q9UBT6; 400,000 compounds, 0.53% hits; Potency, µM (top dose mostly 107 µM), for the others: at the highest dose activity, negative = inhibition, usual class: inhibitors; purified Pol kappa, fluorescent DNA synthesis assay, 10 min; further: potency means the concentration at half of the fitted maximal effect; on the % scale 0 is the no-effect control and ±100 the full control effect
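Here, compound and 10 nM enzyme are combined for 15 min at room temperature; adding 50 nM substrate (final) starts DNA synthesis, tracked by fluorescence at 0 and 10 min against buffer-only wells.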
PGK inhibitor: blocks T. brucei phosphoglycerate kinase. 380,000 compounds, 0.043% hits. Potency, µM (doses to about 57.5 µM), without a hit: top-dose activity change, negative = inhibition, usual class: inhibitors. P07378. PGK/GAPDH coupled, Kinase-Glo luminescence, 60 min. AID 602233; further: potency means the concentration at half of the fitted maximal effect; on the % scale 0 is the no-effect control and ±100 the full control effect; nearly all actives have a fitted effect of over 60% in size
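Luminescent ATP detection (Kinase-Glo Plus) follows a 60-minute room-temperature incubation, with wells lacking PGK as controls. Buffer: 100 mM TEA (pH 7.6), 5 mM MgCl2, 0.01% Tween-20. Coupling enzyme GAPDH (100 nM final) supplies unstable 1,3-BPG in-well.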
An asterisk follows results filed as active; i = inactive; ? = inconclusive; · = not tested or not shown; & = joins results of further samples; [ ] = dose if it differs, or a comment. Unless noted, the call rests on the fitted dose curve; in most records, active means well fitted curve in the direction sought with a large enough effect; inconclusive means small, poorly fitted or top-dose-only effect, or another doubt; inactive means no such curve, though single readings can be large; an effect the other way counts as inactive or inconclusive. The list is partial. The share of hits here may be higher or lower than overall.

Each structure is followed by: PGK inhibitor	BLM inh	RXFP1 antag	POLH inh	POLI inh	POLK inh	POLB inh	APE1 inh	Apoferritin bind
- Cc1ccc(S(=O)(=O)NCCc2nnc3ccc(SCC(=O)Nc4nc5ccccc5s4)nn23)cc1
 : ·	-2%	·	·	·	·	35%	-8%	-12%
- COc1cc(OC)c(OC)cc1CN1CCN(Cc2ccc(SC)cc2)CC1
 : i	0%	0	-6%	?	-3%	?	9%	-2%
- Cc1nc2ccccc2c(=O)n1NC(=O)c1c(O)c2ccccc2n(C)c1=O
 : ·	1%	·	·	·	·	7%	-2%	-8%
- CSc1ccccc1NC(=O)c1noc2c1CCC2
 : ?	-4%	-1	28µM*	20µM*	?	10µM*	35µM*	-13%
- O=S(=O)(NCc1nnc2c(C(F)(F)F)cc(Cl)cn12)c1ccccc1
 : -3%	-3%	13	1%	-15%	-33%	4%	-12%	-5%
- c1ccc(-c2[nH]ncc2-c2nc3ccccc3[nH]2)cc1
 : 6%	-2%	-4	-6%	-12%	-6%	2%	-8%	2%
- COc1ccc(NC(=O)c2sc(NC(=O)C3CC3)nc2C)cc1
 : -10%	-1%	-1	9%	-15%	-1%	-29%	0%	-4%
- NC(=O)CSc1nc(-c2ccccc2Cl)ns1
 : -10%	-3%	-7	7%	18%	-2%	9%	2%	0%
- O=C(NCCCc1ccncc1)C1CCC(=O)N(Cc2cccc(C(F)(F)F)c2)C1 (stereo not given)
 : -2%	0%	-7	-7%	32%[activator]	-1%	23%	24%	-5%
- Cc1cccc(N2CCN(C(=O)c3ccc4c(Cl)c5c(nc4c3)CCCC5)CC2C)c1 (stereo not given)
 : -3%	-11%	·	-21%	29%	-15%	-2%	·	-5%

Complete entries, quoted from the list.
Record of O=C(NCCCc1ccncc1)C1CCC(=O)N(Cc2cccc(C(F)(F)F)c2)C1 (stereo not given) → PGK inhibitor: -2%; BLM inh: 0%; RXFP1 antag: -7; POLH inh: -7%; POLI inh: 32%[activator]; POLK inh: -1%; POLB inh: 23%; APE1 inh: 24%; Apoferritin bind: -5%
Record of NC(=O)CSc1nc(-c2ccccc2Cl)ns1 → PGK inhibitor: -10%; BLM inh: -3%; RXFP1 antag: -7; POLH inh: 7%; POLI inh: 18%; POLK inh: -2%; POLB inh: 9%; APE1 inh: 2%; Apoferritin bind: 0%

The listing continues:
Each structure is followed by: PGK inhibitor	BLM inh	RXFP1 antag	POLH inh	POLI inh	POLK inh	POLB inh	APE1 inh	Apoferritin bind
- O=C(O)c1ccc(-c2ccccc2C(F)(F)F)o1
 : -3%	1%	6	5%	-21%	-16%	17%	2%	-3%
- Cc1nc2ccccc2c(=O)n1N(c1ccccc1)c1ccccc1
 : -3%	-7%	-9	-12%	5%	-5%[60.1 µM]	-3%	-7%	-14%
- CCn1c(COc2ccccc2)nnc1SCC(=O)NC1CC1
 : 5%	-3%	3	5%	18%	-12%	3%	3%	-6%
- Cc1ccc(N2C(=O)CC(Cn3nc(C)cc3C)C2=O)cc1 (stereo not given)
 : i	-1%	-4	-16%	82%[activator]	-4%	72%	-4%	-16%
- CC(=O)Nc1cc(NC(C)=O)cc(C(=O)OCC(=O)N(c2ccccc2)C2CCS(=O)(=O)C2)c1 (stereo not given)
 : -11%	·	-7	?	?	-18%	·	-35%	·
- Cc1ccc2c(c1)c1nc3ccccc3nc1n2C
 : -5%	0%	4	-4%	-14%	-13%	8%	18%	-8%
- Cc1nn2c(nc1=O)NNC2(C)C(C)(C)C (stereo not given)
 : -4%	1%	-8	-14%	-2%	-8%	-10%	1%	-6%
- CN(CC(=O)NCc1ccc(Cl)cc1)S(=O)(=O)c1cccs1
 : 9%	0%	6	1%	40%[activator]	-2%	50%	-10%	-8%
- O=C(Cn1cc([N+](=O)[O-])cn1)NCCc1nc2ccccc2[nH]1
 : 10%	-1%	4	-25%	23%	0%	-26%	-4%	-8%
- O=C(NCc1ccccc1Cl)c1ccc2c(c1)NC(=O)C(CS(=O)(=O)Cc1ccc(Cl)cc1)N2 (stereo not given)
 : -5%	-4%	0	8%	-10%	-7%[60.1 µM]	3%	·	1%
- CCOC(=O)C1CCN(Cc2cnc(Oc3ccc(C(C)(C)C)cc3)s2)CC1
 : -4%	2%	-11	-23%	22%	-18%	4%	-5%	-11%
- O=C(CCCCCn1c(=O)[nH]c2ccccc2c1=O)NCCc1ccccc1
 : 1%	4%	-20	1%	10%	-6%[60.1 µM]	1%	·	-3%
- CC(=O)C1=C(O)C(=O)N(Cc2ccco2)C1c1ccc2c(c1)OCO2 (stereo not given)
 : -1%	-8%	5	0%	?	-30%	8%	0%	-1%
- O=C(CN1C(=O)CC(c2ccccc2)S(=O)(=O)c2ccccc21)NC1CCCC1 (stereo not given)
 : i	-7%	-9	-3%	57%[activator]	-17%	39%	-1%	-7%
- NC(=O)CCS(=O)(=O)c1ccccc1
 : ·	0%	-2	-1%	5%	-8%	13%	2%	-6%
- Cc1ccc2c(CC(=O)NNC(=O)c3ccccc3O)coc2c1
 : -9%	·	?	?	45µM*	-39%	·	-11%	·
- COc1cccc(CNC(=O)c2ccc(N3CCOCC3)c([N+](=O)[O-])c2)c1
 : -1%	-6%	3	-6%	-22%	-9%	-1%	33%[activator]	-15%
- Cc1ccc(C(=O)Nc2nc(=O)[nH]s2)cc1
 : -2%&-9%	2%&-6%	19&3	-3%&-2%	379%&16%[activator]	-11%&8%	1%&9%	2%&15%	-7%&0%
- O=C(c1ccc2c(c1)N(Cc1ccccc1)C(=O)c1ccccc1S2)N1CCCC1
 : i	-2%	-3	-9%	7%	-12%	-1%	-10%	?
- COc1ccc(-c2nnc(SCC(=O)c3ccc(NC(C)=O)cc3)o2)cc1OC
 : i	3%	-7	-19%	15%	2%[60.1 µM]	4%	·	38%[activator]
- COc1ccc(/C=C/C(=O)Nc2cc(F)ccc2C)cc1S(=O)(=O)N1CCOCC1
 : 6%	-2%	0	-22%	20%	-6%	-26%	-10%	-12%
- CCc1ccc2c(c1)C1(NN=C(c3ccc(C)cc3)S1)C(=O)N2 (stereo not given)
 : -5%	-11%	27	-7%	11%	-18%	0%	-1%	?
- O=C1CC(N2CCN(c3nc4ccccc4s3)CC2)C(=O)N1Cc1cccs1 (stereo not given)
 : 8%	-3%	-10	-15%	14%	-3%	?	28%	5%
- CC1=C(C)Cc2c(OC(=O)c3ccccc3)ccc(OC(=O)c3ccccc3)c2C1
 : ·	-5%	·	·	·	·	34%	61%[activator]	8%
- CCOC(=O)Cn1c(=N)n(Cc2ccccc2F)c2ccccc21
 : 7%	3%	-1	-2%	?	3%	-2%	12%	-3%
- O=C(Cn1cnc2ccccc21)N/N=C/C(Br)=C/c1ccccc1
 : i	-11%	-6	?	-41%	-6%	?	26%	?
- O=C(O)c1ccc(Cn2nnc3sc4c(c3c2=O)CCCC4)cc1
 : 2%	-5%	-15	20µM*	?	?	12%	-12%	-12%
- Cc1cccc(-n2c(O)c(C=NC3CCS(=O)(=O)C3)c3ccccc3c2=O)c1C (stereo not given)
 : -1%	-4%	-22	-15%	16%	5%	-5%	-6%	-2%
- CC(=NNC(=S)Nc1ccc(C)cc1)c1ccccn1
 : 5%	·	-25	-8%	7%	-4%	·	·	·
- Cc1ccc(C(=O)c2ccccc2C(=O)OCC(=O)NCC2CCCO2)cc1 (stereo not given)
 : -8%	8%	-2	-21%	37%[activator]	-2%	0%	3%	-8%
- COc1ccc(CC(NC(C)=O)C(=O)NC2CCN(c3nc(C)cc(C)c3C#N)CC2)cc1OC (stereo not given)
 : -5%	1%	-1	-17%	7%	-10%	46%[activator]	18%	1%
- CCCc1ccc(C2C3=C(CC(C)(C)CC3=O)NC3=C2C(=O)c2ccccc23)cc1 (stereo not given)
 : ·	-10%	-13	-16%	14%	-9%	7%	-6%	?
- COC(=O)c1ccc2c(=O)n(Cc3ccc4c(c3)OCO4)c(=S)[nH]c2c1
 : ·	-3%	6	-3%	-26%	4%	5%	-14%	-7%
- O=C1C=C(c2cccc(O)c2)CCC1
 : 8%	·	·	-13%	12%	0%	·	·	·
- Cc1nc(-c2cccc3ccccc23)ccc1C(=O)O
 : -9%	-3%	2	1%	52%[activator]	-12%	13%	11%	-9%
- CCN(CC)CCCNCC(=O)Nc1ccc(OC)c(Cl)c1
 : ·	-3%	·	·	·	·	-4%	3%	-15%
- CCN(CC)S(=O)(=O)c1ccc(N2CCCCC2)c(NC(=O)/C=C/c2cc(OC)c(OC)c(OC)c2)c1
 : i	-6%	23	-1%	14%	-8%	50%	2%	-3%
- COc1ccc2nc(NC(=O)c3sc4nc(C)cc(C)c4c3N)sc2c1
 : -1%	0%	3	3%	31%[activator]	1%	4%	-7%	11%
- Cc1ccc(S(=O)(=O)N2CCOCC2)cc1C(=O)Nc1cccc(S(=O)(=O)N2CCCC2)c1
 : -3%	-5%	-2	-10%	141%[activator]	-6%	7%	1%	-14%
- Nc1nonc1-n1nnc(C(=O)N/N=C/c2ccccc2F)c1CN1CCc2ccccc21
 : -2%	-11%	6	-5%	-8%	4%	25%	-5%	-12%
- Cc1cc(C)n(CCC(=O)N=Nc2c(O)[nH]c3ccccc23)n1
 : -2%	0%	-6	-13%	-5%	12%	18%	-1%	-2%
- CC(C)C[C@@H](COc1ccccc1)N1CCN(Cc2ccccc2)CCC1=O
 : -3%	-2%	·	-8%	15%&5%	6%&6%	27%	7%	-21%
- O=C(NNc1ccc(-c2csnn2)cc1)c1cc(Cl)cc(Cl)c1
 : 0%	-5%	8	5%	144%[activator]	-3%	28%	?	-1%
- O=C1/C(=C/c2ccncc2)Oc2cc(OS(=O)(=O)c3ccccc3)ccc21
 : -3%	-10%	-82*	-21%	7%	0%	11%	-4%	-1%
